Screening data as filed in PubChem.
RAD54 inh = RAD54 (human) branch migration inhibition; Q92698; RAD54 Holliday junction branch migration, FAM/BHQ fluorescence; inhibition, % at 10.4 µM; 360,000 tested, 0.14% active; AID 602329;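 active = mean normalized replicate activity at least 40 and at least half of replicates scoring 40 or more; inconclusive = only one of the two criteria met; inactive = mean below 40 and under half of replicates reaching 40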;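 also: 0% = median of neutral control wells and 100% = median of positive control wells; inhibitors cause a drop in the FAM fluorescence signal; in these data hits start at about 50%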
INS-1E GSIS act = GLuc luminescence reporter in INS-1E cells, primary screen for activators of glucose-dependent secretion of insulin. INS-1E GLuc reporter insulin secretion, 2-3 h. 370,000 tested, 0.61% active. activation, % at 16.6 µM;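 active = lowest replicate activation of at least 40%, so every replicate reaches that level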;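 also: 0% = median of neutral control wells and 100% = median of IBMX positive control wells; some compounds called inactive have numbers as strong as hits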
E-selectin induc = E-selectin induction on HUVECs. P16581. HUVEC E-selectin immunofluorescence imaging; normalized: neutral wells 0, TNF-alpha wells 100. activation, % at 7.58 µM. 260,000 tested, 0.37% active. AID 686992;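 active = mean E-selectin-positive cell signal at least 10% of the positive control, reached in at least 60% of replicates, without over 20% cell loss; inconclusive = no rule given, readout overlaps actives, possibly toxicity-flagged; inactive = the rest, including those meeting only one limit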;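 also: in these data hits start at about 27%; measured in HUVEC primary endothelial cells; signal is the percent of cells scored E-selectin positive by PE staining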
Target sequence (P16581 whole entry, looked up): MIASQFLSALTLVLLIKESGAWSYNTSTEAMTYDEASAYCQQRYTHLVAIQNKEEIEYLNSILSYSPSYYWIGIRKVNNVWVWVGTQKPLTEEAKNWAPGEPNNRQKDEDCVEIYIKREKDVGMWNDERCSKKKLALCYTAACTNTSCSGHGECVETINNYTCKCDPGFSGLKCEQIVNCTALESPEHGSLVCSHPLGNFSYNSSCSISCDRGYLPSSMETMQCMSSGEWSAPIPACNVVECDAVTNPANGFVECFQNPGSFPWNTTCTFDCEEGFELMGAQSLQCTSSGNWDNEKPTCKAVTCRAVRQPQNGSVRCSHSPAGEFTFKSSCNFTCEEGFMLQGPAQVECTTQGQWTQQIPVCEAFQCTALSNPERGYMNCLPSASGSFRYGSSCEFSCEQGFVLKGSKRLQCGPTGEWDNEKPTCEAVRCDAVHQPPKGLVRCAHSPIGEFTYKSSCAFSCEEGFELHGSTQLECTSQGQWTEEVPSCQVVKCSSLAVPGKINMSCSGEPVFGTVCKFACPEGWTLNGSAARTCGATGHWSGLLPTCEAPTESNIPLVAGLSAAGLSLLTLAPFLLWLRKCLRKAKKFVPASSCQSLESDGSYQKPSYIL
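material = human umbilical vein endothelial cells (HUVEC), E-selectin induction | quantity = 3,000 cells/well | medium = EGM-2 growth medium on 0.1% gelatin-coated wells | technique = immunofluorescence imaging | read-out basis = % PE-positive cells | control set = TNF-alpha positive control, DMSO neutral control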
RAD52 anneal inh = blocks human RAD52 DNA annealing; P43351; recombinant RAD52 DNA annealing, FRET fluorescence; inhibition, % at 18.7 µM; 360,000 tested, 0.46% active;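 active = every replicate showing at least 50% inhibition; inconclusive = mean inhibition at least 50% but not in every replicate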
Target sequence (P43351 whole entry, looked up): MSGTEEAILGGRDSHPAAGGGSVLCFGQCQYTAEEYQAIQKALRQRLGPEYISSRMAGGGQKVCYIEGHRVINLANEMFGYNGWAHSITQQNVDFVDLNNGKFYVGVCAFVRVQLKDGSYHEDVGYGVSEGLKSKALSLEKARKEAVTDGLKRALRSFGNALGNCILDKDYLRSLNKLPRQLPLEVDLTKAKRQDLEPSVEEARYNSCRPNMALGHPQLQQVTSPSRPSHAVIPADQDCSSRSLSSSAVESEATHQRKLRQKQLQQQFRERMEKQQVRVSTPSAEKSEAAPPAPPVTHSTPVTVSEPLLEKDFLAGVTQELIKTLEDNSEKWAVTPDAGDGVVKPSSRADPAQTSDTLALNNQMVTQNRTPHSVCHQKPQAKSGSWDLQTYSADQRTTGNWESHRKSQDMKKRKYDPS
XiGFP reactiv = X-chromosome reactivation activator | XiGFP mouse fibroblasts, % GFP-positive cells imaging, 3 d; cells co-treated with 5-aza-dC sensitizer; scaled so ellipticine positive control = 100% | activation, % at 7.58 µM | 360,000 tested, 0.055% active | AID 743238;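 active = mean normalized replicate activation at least 10% and every replicate at or above 10%; inconclusive = only one of the two criteria met; inactive = mean below 10% and not all replicates reach 10%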;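 also: 0% = median of on-plate neutral control wells and 100% = ellipticine 6 µM median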
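assay system = SV40-immortalized XiGFP fibroblast cells, line 68-5-11 | buffer or medium = DMEM plus 5-aza-dC sensitizer | doses = single-point pinned compound dosing | times = 3-day compound exposure, then 15 min fixation at room temperature | benchmarks = positive control ellipticine, 6 µM final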
Casp6 inh = caspase-6 (human) enzyme inhibition; P55212; purified caspase-6, Z-VEID-R110 cleavage fluorescence; inhibition, % at 12.5 µM; 350,000 tested, 0.53% active;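 active = mean inhibition across replicates at least about 35%, with every replicate also reaching that limit, limit read from the data; inconclusive = only one of the two criteria met; inactive = neither criterion met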;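 also: 0% = median of neutral control wells and 100% = no fluorescence left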
DENV2 CPE = DENV2-induced cell death inhibition; CPE inhibition, % at 9.99 µM; DENV2-infected cells, cytopathic effect rescue, plate reader; AID 651640; 350,000 tested, 1.7% active; in the data active = CPE inhibition above about 20%, passing the limit was not always enough; inconclusive = no clear call, values can overlap the other calls; tested in BHK-21 cells;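 also: 0% = median of neutral control wells and 100% = median of positive control wells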
F508del corr = correctors of CFTR F508del function in bronchial epithelial cells | CFBE cells, YFP halide quenching; stimulated with forskolin plus potentiator P3; % fluorescence drop versus neutral controls | activity (quench increase), % at 7.58 µM | 350,000 tested, 0.36% active;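 active = mean added fluorescence quench of at least 8% versus neutral control, with both replicates also reaching 8%; inconclusive = only one of the mean or replicate conditions met; inactive = mean below 8% and not both replicates reaching 8%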;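 also: cells transiently co-express mutant CFTR-F508del with the halide-sensitive YFP; corrector assay measuring rescue of mutant channel to the surface after 24 h compound exposure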
The depositor's hits bear a star; i = inactive; ? = inconclusive; / = not tested or not shown.

The line under a structure holds: RAD54 inh	INS-1E GSIS act	E-selectin induc	RAD52 anneal inh	XiGFP reactiv	Casp6 inh	DENV2 CPE	F508del corr
> CC(O)(c1ccc(F)c(F)c1)c1nc(-c2ccccc2)cs1 (centres undefined)
→ -9	-16	0.1	14	0.0	1	-5	1.5
> COc1ccccc1N(C)S(=O)(=O)c1ccc(Cl)c(C(=O)NCc2ccco2)c1
→ -2	-34	0.2	-166	0.0	-6	0	-1.4
> O=c1[nH]n(Cc2ccccc2)c(=O)c2ccccc12
→ 10	25	/	-16	/	0	-3	-1.1
> Cc1ccccc1OCC(=O)OCC(=O)NCc1ccccc1Cl
→ 3	6	-0.7	-5	0.0	0	-2	2.0
> O=C(N/N=C/c1cccc(NC(=O)c2ccc(Cl)cc2)c1)c1cccc(O)c1
→ 12	-22	8.4	-35	-0.1	3	-3	-0.3
> O=C(CSc1ccc2nnc(CCNC(=O)c3ccccc3)n2n1)Nc1ccc(F)cc1F
→ 14	4	/	3	0.3	6	3	-3.3
> Cc1cc(C)n2c(NC3CCCC3)c(-c3ccc(F)cc3)nc2n1
→ /	13	-0.1	-45	-0.1	-1	?	1.9
> C[C@@H]1CN([C@H](C)CO)C(=O)c2cc(NC(=O)Cc3ccccc3)ccc2O[C@H]1CN(C)Cc1ccc(C(=O)Nc2ccccc2N)cc1
→ -1	2	1.4	17	-0.1	2	-6	1.0
> C[C@@H]1CN([C@@H](C)CO)C(=O)Cc2cc(NS(=O)(=O)c3ccccc3)ccc2O[C@@H]1CN(C)Cc1ccc2c(c1)OCO2
→ -8	-3	0.0	-5	-0.1	3	6	-1.4
> O=C(Nc1ccc(C(F)(F)F)cc1[N+](=O)[O-])O[C@H]1[C@H](Cc2ccccc2)NS(=O)(=O)[C@H]2C[C@@H]3C=C[C@]12O3
→ -3	/	0.1	-1	0.0	-7	/	3.0
> CCOC(=O)N1CCN(S(=O)(=O)c2ccc(C(=O)N(CCCN(C)C)c3nc4c(F)cc(F)cc4s3)cc2)CC1
→ 8	-21	-0.4	2	0.0	-1	9	-0.4
> Cc1cc(C(=O)NC2CCCCC2)c(C)o1
→ -6	33	-0.1	-4	0.4	-1	-3	-0.7
> CCNC(=O)C1(C)CCN(C(=O)c2cccc(C#N)c2)C1 (centres undefined)
→ 9	4	0.0	-7	-0.1	-1	-3	1.6
> CCS(=O)(=O)N1CCC2(CC1)CN(C(=O)Nc1c(C)noc1C)[C@H](CO)c1[nH]c3cc(OC)ccc3c12
→ /	7	0.3	1	0.2	1	7	3.6
> O=C(COc1ccc(-c2nnco2)cc1)Nc1ccc(F)c(Cl)c1
→ 12	/	0.2	-22	-0.1	0	-7	2.3
> COC(=O)C(C(C)C)N1CCc2c(C)nc3c(C#N)cnn3c21 (centres undefined)
→ /	16	0.1	5	?	/	-4	-1.7
> CC1(C)CC[C@]2(C(=O)O)CC[C@]3(C)C(=CCC4[C@@]5(C)CC[C@H](O)C(C)(C)C5CC[C@]43C)C2C1 (some centres undefined)
→ 4	/	0.1	-6	-0.1	4	-3	2.5
> C[C@@H]1CCCCO[C@H](CN(C)S(=O)(=O)c2ccc(Cl)cc2)[C@@H](C)CN([C@@H](C)CO)C(=O)c2cc(NS(C)(=O)=O)ccc2O1
→ -1	2	-0.2	-35	0.1	3	-2	1.5
> C[C@H](NC(=O)C[C@H]1CC[C@H](NC(=O)c2cccnc2)[C@@H](CO)O1)c1ccccc1
→ 0	-5	0.0	-3	-0.3	2	3	0.3
> Cc1noc(C)c1NC(=O)Nc1ccc2c(c1)C(=O)N([C@@H](C)CO)C[C@H](C)[C@@H](CN(C)C(=O)C1CCCCC1)OCCCC[C@@H](C)O2
→ -14	5	0.1	-8	0.0	15	-4	-0.4
> Cc1cc(C)c(C2=NOC3C4CCC(C4)C23)c(C)c1 (centres undefined)
→ /	15	-1.7	-2	0.0	3	/	/
> CSc1nnc2c3cc(F)ccc3n(C)c2n1
→ 3	-1	/	-9	0.0	2	1	-2.3
> Cc1ccc(-c2ccc3nnc(SCC(N)=O)n3n2)cc1
→ /	7	/	-2	0.0	0	0	2.5
> N#C/C(=C\c1ccncc1)c1ccccn1
→ -2	17	0.1	-2	-0.1	/	-1	0.9
> COc1ccc(S(=O)(=O)N(C)C[C@H]2Oc3c(NC(=O)CCCCCC(=O)Nc4ccccc4N)cccc3C(=O)N([C@@H](C)CO)C[C@H]2C)cc1
→ /	-8	0.5	-10	0.0	-2	5	1.5
> CCc1ccc(OCC(=O)N2CCc3ccccc32)cc1
→ -8	4	0.7	-13	0.2	-2	5	-2.6
> COC(=O)c1ccc(OC(=O)N2CCOCC2)cc1
→ 1	1	/	8	0.0	2	9	-1.7
> COc1ccccc1OCC(=O)OCC(=O)Nc1sccc1C(N)=O
→ /	15	-0.3	-30	0.0	25	-8	/
> Cc1c(C(=O)Nc2cc(F)ccc2F)sc2nc3n(c(=O)c12)CCCCC3
→ 7	9	/	0	0.0	-1	0	0.1
> COc1cccc(-c2ccc3c(c2)[C@@H]2[C@@H](CCN2S(=O)(=O)c2ccc(F)cc2)[C@@H](CO)N3C)c1
→ 3	-5	-0.7	-5	0.3	1	-21	3.2

A different layout for part of the listing above.
molecule	RAD54 inh	INS-1E GSIS act	E-selectin induc	RAD52 anneal inh	XiGFP reactiv	Casp6 inh	DENV2 CPE	F508del corr
C[C@H](NC(=O)C[C@H]1CC[C@H](NC(=O)c2cccnc2)[C@@H](CO)O1)c1ccccc1	0	-5	0.0	-3	-0.3	2	3	0.3
Cc1noc(C)c1NC(=O)Nc1ccc2c(c1)C(=O)N([C@@H](C)CO)C[C@H](C)[C@@H](CN(C)C(=O)C1CCCCC1)OCCCC[C@@H](C)O2	-14	5	0.1	-8	0.0	15	-4	-0.4
Cc1cc(C)c(C2=NOC3C4CCC(C4)C23)c(C)c1 (centres undefined)	/	15	-1.7	-2	0.0	3	/	/

(next part)
The line under a structure holds: RAD54 inh	INS-1E GSIS act	E-selectin induc	RAD52 anneal inh	XiGFP reactiv	Casp6 inh	DENV2 CPE	F508del corr
> Cc1cccc(C)c1NC(=O)C(NC(=O)c1ccccn1)c1ccccc1[N+](=O)[O-] (centres undefined)
→ -14	-14	-0.1	-3	0.2	6	-3	4.3
> CO[C@@H]1CN(C)C(=O)c2ccc(NC(=O)c3ccno3)cc2OC[C@H](C)NC[C@H]1C
→ /	20	-0.2	i	0.0	-1	-3	-0.5
> CCOC(=O)c1cc2cc(OC)ccc2n1C1CCN(C)CC1
→ /	47	6.3	-16	0.1	-5	3	-1.9
> O=C(c1ccc2c(c1)OCO2)N1CCN(c2ncccn2)CC1
→ /	3	/	-4	-0.1	-3	-4	/
> COCCNC(=S)Nc1ccc([N+](=O)[O-])cc1C
→ /	0	1.9	-7	0.2	-1	0	-0.7
> Cn1cccc1CC(=O)N/N=C/c1ccc(Cl)c([N+](=O)[O-])c1
→ 6	3	0.4	-2	0.0	0	18	1.0
> Cc1ccc(-c2csc(NC(=O)CN3CCC(C(N)=O)CC3)n2)cc1
→ -17	4	-0.1	-3	-0.1	0	-6	0.6
> COc1cc(SC)ccc1C(=O)Nc1ccc2ncccc2c1
→ 7	/	/	-15	-0.1	-2	18	/
> COc1cccc(COC(=O)C2CC(=O)N(Cc3ccccc3)C2)c1OC (centres undefined)
→ 4	14	0.1	-2	0.0	1	-9	0.7
> Cc1cccc(C(=O)N2CCC(=O)N([C@H](COCc3ccccc3)Cc3ccccc3)CC2)c1
→ /	-13	-1.4	-6	0.1	2	-8	3.3
> Cc1cnc(C(=O)N2CCCC(N3CCN(c4ccccc4F)CC3)C2)cn1 (centres undefined)
→ 6	14	0.6	-3	-0.2	0	-3	7.2
> C[C@H](O)C#Cc1ccc2c(c1)O[C@@H](CN(C)C)[C@@H](C)CN([C@H](C)CO)S2(=O)=O
→ 0	-2	-0.3	-15	0.2	2	2	0.4
> CC(C)[C@H](NC(=O)c1ccco1)C(=O)OCC(=O)Nc1ccc(Cl)c(S(=O)(=O)N(C)C)c1
→ 5	12	4.6	-19	0.0	2	?	0.9
> CN1CCN(C(=O)c2cnn(-c3ccccc3)c2NC(=O)c2ccccc2Br)CC1
→ -7	3	0.0	-13	0.0	-4	2	-2.4
> COc1cccc(S(=O)(=O)N2C[C@H](O)COC[C@H]3O[C@@H](CC(=O)N4CCOCC4)CC[C@@H]32)c1
→ 2	23	0.0	6	0.3	-1	8	2.0
> O=C(O)C(Sc1ccncn1)c1ccccc1 (centres undefined)
→ /	-3	0.3	-17	0.2	0	-5	4.4
> CCCNC(=O)Cn1nc(C(F)(F)F)cc1C
→ 7	10	5.0	-2	0.1	3	-5	-0.8
> C[C@@H]1CN([C@H](C)CO)C(=O)c2cccc(NC(=O)c3nc4ccccc4s3)c2O[C@@H]1CN(C)S(=O)(=O)c1ccccc1
→ -1	-3	0.3	-18	0.0	2	-14	-3.1
> CCOC(=O)C1CCN(S(=O)(=O)c2ccc(OC)c(Cl)c2Cl)CC1
→ -1	-26	/	-8	/	0	-3	0.1
> C[C@H](CO)N1C[C@H](C)[C@@H](CN(C)C(=O)C2CC2)Oc2ncc(C#CCc3ccccc3)cc2C1=O
→ 2	47	0.1	-4	-0.5	0	2	-0.4
> C[C@@H]1CCCCO[C@@H](CN(C)Cc2ccncc2)[C@H](C)CN([C@@H](C)CO)C(=O)c2cc(NC(=O)NC3CCCCC3)ccc2O1
→ -3	5	0.2	11	0.0	-1	-10	1.1
> COCCNC(=O)C1(C)Cc2c(-c3ccc(N(C)C)cc3)ccnc2O1 (centres undefined)
→ -1	2	-0.1	-11	0.3	-2	1	0.9
> COCC(=O)Nc1ccc2c(c1)C(=O)N(C)C[C@@H](OC)[C@@H](C)CN(CC1CC1)[C@H](C)CO2
→ 5	-1	0.0	11	-0.6	-15	2	0.0
> O=C(c1ccccc1Cc1ccccc1)N1CCN(S(=O)(=O)c2ccccc2)CC1
→ -7	-8	0.3	-5	0.0	2	68*	-5.0
> COc1cccc(S(=O)(=O)Nc2ccc(C(O)(C(F)(F)F)C(F)(F)F)cc2)c1
→ -5	-25	-0.5	-5	0.3	-1	5	-1.0
> COc1cc(NCC(=O)Nc2cccc(S(=O)(=O)N3CCCCC3)c2)cc(OC)c1OC
→ 12	0	-0.1	-11	0.4	-2	-10	-0.9
> CCOc1cc2c(cc1O)C(=NO)CC1C2CCC2(C)C(O)CCC12 (centres undefined)
→ /	-18	-0.2	-13	0.7	-1	0	5.2
> CCOC(=O)c1c(CN2CCN(c3ccccc3)CC2)oc2ccc(O)cc12
→ 6	/	0.1	-7	0.0	1	-3	-0.2
> COc1ccc(/C=C/C(=O)c2cc(Br)ccc2O)cc1OC
→ /	-11	5.9	0	-0.2	-3	-5	3.5
